# From PubChem BioAssay
# Granule exo inh: LAMP-1 surface exposure blockers, TALL-104 cells – cell-based, flow cytometry, MLPCN library, primary screen | inhibition, % at 10 µM | TALL-104 LAMP-1 surface exposure; cells stimulated with thapsigargin and PMA | AID 651702, 2012 | hit rate 0.66% among 360,000;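 active = inhibition above about 55%, limit read from the data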
# TLR9-MyD88 inh: inhibitors of TLR9-MyD88 association in cells, primary screen, cell-based, CHO, BLA complementation, fluorescence | Toll-like receptor 9 (Homo sapiens) + Myeloid differentiation primary response protein … | CCF4 FRET ratio | inhibition, % at 4.98 µM | hit rate 0.21% among 340,000;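 active = inhibition above the mean over all tested compounds plus 3 SD, cut at about 21% in these data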;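 also: 0% = DMSO only wells and 100% = clavulanate BLA inhibitor control wells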
# TWEAK Fn14 block: inhibitors of TWEAK-Fn14 signaling, primary screen, luciferase reporter cells, uHTS; TWEAK-stimulated Fn14 reporter cells, luciferase luminescence, 8 h; inhibition, % at 10 µM; hit rate 2% among 360,000; in the data active = inhibition above about 50%
# ABHD5 PLIN5 PPI: ABHD5-PLIN5 interaction inhibitors, primary screen, cell lysate, split luciferase complementation, luminescence; Perilipin-5 (Homo sapiens) + 1-acylglycerol-3-phosphate O-acyltransferase ABHD5 (Homo …; Split G. princeps luciferase complementation, 4 h; inhibition, % at 4 µM; hit rate 0.78% among 360,000; AID 602281, 2012;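 active = inhibition above the mean inhibition across every tested compound plus 3 SD, cut at about 22% in these data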;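 also: 0% = DMSO only wells and the 100% control is not disclosed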
# LRH-1 inv ag: LRH-1 (NR5A2) inverse agonists, primary screen, cell-based, luminescence, HEK293T, StAR-luciferase reporter; Nuclear receptor subfamily 5 group A member 2 (Homo sapiens), O00482; LRH-1 transfected, 24 h; inhibition, % at 3.6 µM; hit rate 0.13% among 360,000; AID 602396, 2012;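 active = inhibition above the mean inhibition of all tested compounds plus 3 SD, cut at about 73% in these data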;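 also: 0% = DMSO wells and 100% = reporter-only cells lacking LRH-1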
# NCOA2 inhibitor: inhibition of GAL4-SRC2 driven luciferase reporter, primary screen, SRC2 inhibitor project, cell-based, luminescence | inhibition, % at 9 µM | Nuclear receptor coactivator 2 (Homo sapiens), Q15596 | HEK293 GAL4-SRC2 luciferase reporter | hit rate 0.17% among 370,000;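 active = inhibition above the mean inhibition of all tested compounds plus 3 SD, set per campaign, cut at about 52% in these data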;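 also: 0% = DMSO treated cells and 100% = cells given Gossypol at 36 µM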
# Target sequence (Q15596 whole entry, looked up, the tested form may be a part): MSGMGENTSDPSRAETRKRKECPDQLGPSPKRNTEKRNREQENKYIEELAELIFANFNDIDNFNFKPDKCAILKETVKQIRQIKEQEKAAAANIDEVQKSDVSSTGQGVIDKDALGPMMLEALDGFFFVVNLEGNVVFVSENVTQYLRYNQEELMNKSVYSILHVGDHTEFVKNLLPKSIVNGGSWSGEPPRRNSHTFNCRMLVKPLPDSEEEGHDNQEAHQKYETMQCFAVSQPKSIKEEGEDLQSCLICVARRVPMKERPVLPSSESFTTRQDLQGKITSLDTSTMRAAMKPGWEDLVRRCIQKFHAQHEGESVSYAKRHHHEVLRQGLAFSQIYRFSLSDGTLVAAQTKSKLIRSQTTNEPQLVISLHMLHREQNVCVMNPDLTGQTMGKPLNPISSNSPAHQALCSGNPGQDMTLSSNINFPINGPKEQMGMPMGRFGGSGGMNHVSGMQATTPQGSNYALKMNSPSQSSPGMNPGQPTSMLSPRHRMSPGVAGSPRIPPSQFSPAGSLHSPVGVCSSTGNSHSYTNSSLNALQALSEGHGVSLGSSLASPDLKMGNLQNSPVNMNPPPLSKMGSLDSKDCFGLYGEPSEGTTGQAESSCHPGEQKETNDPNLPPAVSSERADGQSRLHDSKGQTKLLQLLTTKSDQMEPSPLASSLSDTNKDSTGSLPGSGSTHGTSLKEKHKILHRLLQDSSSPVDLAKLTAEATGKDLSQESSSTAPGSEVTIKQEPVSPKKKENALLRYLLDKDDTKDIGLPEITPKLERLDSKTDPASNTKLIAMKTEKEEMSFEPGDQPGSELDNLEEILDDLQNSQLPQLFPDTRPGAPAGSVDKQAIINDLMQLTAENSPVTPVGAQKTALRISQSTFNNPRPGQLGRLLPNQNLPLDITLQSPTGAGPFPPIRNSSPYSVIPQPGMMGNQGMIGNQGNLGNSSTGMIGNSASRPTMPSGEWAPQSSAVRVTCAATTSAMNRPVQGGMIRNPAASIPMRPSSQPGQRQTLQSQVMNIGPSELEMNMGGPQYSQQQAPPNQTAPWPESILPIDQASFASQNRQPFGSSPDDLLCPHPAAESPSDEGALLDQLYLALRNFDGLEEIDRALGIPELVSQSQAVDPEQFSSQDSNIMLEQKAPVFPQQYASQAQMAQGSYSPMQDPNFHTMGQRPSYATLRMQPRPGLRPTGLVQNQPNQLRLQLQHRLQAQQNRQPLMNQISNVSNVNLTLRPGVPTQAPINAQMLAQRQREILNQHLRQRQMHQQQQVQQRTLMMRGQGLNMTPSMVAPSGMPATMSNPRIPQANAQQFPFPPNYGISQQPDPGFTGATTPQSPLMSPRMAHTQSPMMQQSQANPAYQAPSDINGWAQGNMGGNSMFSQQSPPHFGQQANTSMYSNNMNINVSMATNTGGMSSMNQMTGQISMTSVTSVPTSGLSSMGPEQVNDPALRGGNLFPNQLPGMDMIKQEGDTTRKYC
# NOD2-RIPK2 inh: NOD2-RIPK2 binding disruptors in cells, primary screen, fluorescence, CHO cells, BLA complementation; Receptor-interacting serine/threonine-protein kinase 2 (Homo sapiens), O43353; CCF4 ratio; inhibition, % at 4.98 µM; hit rate 0.38% among 360,000; in the data active = inhibition above about 21%;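 also: 0% = vehicle only and 100% = reference blocker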
# SRC1 inh: SRC1 coactivator transcriptional activity inhibitors, primary screen, cell-based, luminescence | HEK293 GAL4-SRC1 luciferase reporter | hit rate 0.12% among 360,000 | inhibition, % at 3.6 µM | Nuclear receptor coactivator 1 (Homo sapiens), Q15788;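 active = inhibition above the campaign mean plus 3 SD, with each screening campaign given its own cutoff, cut at about 60% in these data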;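 also: 0% = DMSO treated cells and 100% = gossypol at 36 µM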
# TROY NFkB inh: inhibitors of TROY-driven NF-kB signaling, primary screen, Q293 LMP1-TROYcd cells, NF-kB luciferase, uHTS. Q293 LMP1-TROYcd NF-kB luciferase reporter, 4 h. inhibition, % at 10 µM. hit rate 0.98% among 360,000;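 active = compounds whose plate-normalised and pattern-corrected inhibition of the luciferase reporter signal at the single screening dose is 50% or more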
# SRC3 inh: SRC3 coactivator transcriptional activity inhibitors, primary screen, cell-based, luminescence. Nuclear receptor coactivator 3 (Homo sapiens), Q9Y6Q9. HEK293 GAL4-SRC3 luciferase reporter. inhibition, % at 3.6 µM. hit rate 0.17% among 360,000. AID 588352, 2011;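 active = inhibition above a per-campaign cutoff, the mean of all compounds plus 3 SD, cut at about 60% in these data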;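 also: 0% = DMSO-treated cells and 100% = gossypol-treated cells at 36 µM; higher means less SRC3-driven luciferase light from the GAL4 reporter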
# NR2F2 inh: NR2F2 transcriptional activity inhibitors, primary screen, cell-based, luciferase reporter, HEK293T, luminescence; COUP transcription factor 2 (Homo sapiens), P24468; HEK293T NGFI-A luciferase reporter; inhibition, % at 8.6 µM; hit rate 0.7% among 370,000; AID 686940, 2013;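 active = inhibition above a per-plate cutoff, mean inhibition of test wells between control levels plus 3 SD, cut at about 38% in these data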;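 also: cells cotransfected with COUP-TFII expression vector driving the NGFI-A reporter; 0% = median of COUP-TF2 test wells and 100% = reporter-only cells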
# The depositor's hits bear a star; nt = not tested or not shown. This is a subset; count on the stated rates, not on these rows.
SMILES	Granule exo inh	SRC1 inh	NR2F2 inh	ABHD5 PLIN5 PPI	NOD2-RIPK2 inh	NCOA2 inhibitor	SRC3 inh	TWEAK Fn14 block	LRH-1 inv ag	TROY NFkB inh	TLR9-MyD88 inh
CCN(C(=O)COC(=O)c1cc(-c2ccccc2)nn1-c1ccccc1)C1CCS(=O)(=O)C1 (stereo not given)	0	7	8	-1	-6	1	19	-7	10	10	-6
COc1cc(OC)c(C2=NOC(C(=O)Nc3cc(C)nn3-c3ccccc3)C2)cc1Cl (stereo not given)	-1	2	9	9	4	-9	1	-4	-10	16	-2
CSc1nnc(-c2ccccc2)n1N	0	6	8	3	7	-5	15	7	6	-13	0
CC(C)n1cc(CN2CCCC(C(=O)Nc3ccccc3Oc3cccnc3)C2)cn1 (stereo not given)	-2	1	-8	7	3	5	5	2	11	-7	3
CCOC(=O)N1CCC(N2Cc3cccc(C(=O)N4CCN(c5cccc(C)c5C)CC4)c3C2=O)CC1	0	-11	13	7	-8	-5	-20	6	-5	6	0
CCCCOC(=O)Nc1ccc(S(=O)(=O)Nc2ccc([N+](=O)[O-])cc2)cc1	6	-9	20	-9	-11	5	19	9	6	-14	4
CCc1cccc(C)c1NC(=O)C1CC(=O)N(C2CCCC2)C1 (stereo not given)	0	2	6	7	2	22	27	3	-2	16	-5
COc1cc(C2N(c3ccccc3)CCN2c2ccccc2)cc(OC)c1OC	-6	-5	5	-11	-2	4	6	-9	-9	-11	-6
CCCc1nnc(NC(=O)CS(=O)(=O)c2ccccc2)s1	-18	-2	-1	0	-7	8	2	6	10	5	3
c1ccc(NC2=NCCN2CCC2CCCCC2)cc1	-5	-6	1	-6	-1	22	4	9	8	-6	1
O=C(CCc1ccc(S(=O)(=O)NC2CCCCC2)cc1)NCc1ccc(Cl)cc1	-2	-10	20	-6	-12	2	15	17	9	-13	-5
COc1ccc(CN2CN=C(Nc3nc4ccccc4s3)NC2)cc1	-3	0	nt	6	-4	nt	1	2	11	-14	-19
CC(C)(CO)N=C1NS(=O)(=O)c2cc([N+](=O)[O-])ccc21	0	-2	-2	0	2	23	-11	2	9	-4	-5
CCCS(=O)(=O)N1CCC(C(=O)NCCCN(C)Cc2ccccc2)CC1	2	-8	9	-3	2	6	-3	2	12	6	11
C(=C\c1nc(N2CCCCCC2)c2ccccc2n1)/c1ccccc1	58*	-10	-7	-4	-7	6	-11	8	-7	25	-7
Cc1ccc(-c2csc3nc4cc(C(=O)NC5CCC(O)CC5)ccc4c(=O)n23)cc1 (stereo not given)	0	3	-5	4	0	-12	-17	14	-5	1	-4
C[C@H]1CN([C@@H](C)CO)C(=O)CCCn2cc(nn2)CO[C@@H]1CN(C)C(=O)Nc1ccc(F)cc1	-3	6	5	8	-1	-1	14	-1	15	-12	1
CC(C)C[C@]1(c2ccccc2)ON(c2ccccc2C(F)(F)F)C1=O	6	-8	-9	7	-4	-4	-2	-11	26	1	2
CN1CCC(=O)N([C@H](CN=[N+]=[N-])c2ccccc2)CC1	-5	-12	-12	2	4	-15	6	2	-11	7	-1
CCc1nnc(NC(=O)CSc2nnc(Cc3ccccc3)n2-c2ccc(OC)cc2)s1	0	-5	2	1	-16	11	-29	-1	2	-11	2
C[C@@H]1CN([C@@H](C)CO)C(=O)CCCn2cc(nn2)CO[C@H]1CN(C)C(=O)c1ccc2ccn(C)c2c1	-3	2	4	-4	4	-5	-3	22	-11	13	-3
COc1cccc(NC(=O)CN2CCN(S(=O)(=O)c3ccc(F)cc3)CC2)c1	-2	-4	-10	2	-11	-14	14	10	22	-29	-4
COc1ccc(CCNC(=O)c2ccc(OCC(=O)N3CCOCC3)c(OC)c2)cc1OC	-2	10	-7	4	-8	-1	13	-16	8	-20	2
COc1ccc(OCC(=O)N(C)CC2COc3ccccc3O2)cc1 (stereo not given)	-8	-29	4	17	-4	12	-3	6	-18	-3	5
CCOC(=O)C1C(=O)OC(C)(C)C1C(C)C(=O)c1ccc(OC)cc1 (stereo not given)	-8	-6	-17	3	-5	10	10	4	2	-6	-8
O=C(CCCn1c(=O)c2sccc2n(CC(=O)NCC2CCCO2)c1=O)NCc1ccco1 (stereo not given)	0	4	-3	4	-7	1	12	-2	-10	-1	9
C=CCN(CC=C)Cc1cc(=O)oc2cc(OC)c(Cl)cc12	-7	-40	-2	2	-12	14	-13	-33	-7	14	nt
Cc1cc(C)n(-c2nc3c(c(=O)n(C)c(=O)n3C)n2CCO)n1	-4	-17	11	-5	-6	7	-14	-2	3	4	13
CCN1C(=O)[C@@H]2[C@H](C1=O)[C@@H]1C(=O)Nc3ccccc3C(=O)N1[C@@H]2c1cccc(OC)c1	-5	0	-3	-16	5	-21	-21	10	-1	-1	-10
COc1ccc(OC)c2c(C)cc(N3CCCCCC3)nc12	35	5	4	-4	-10	23	8	103*	-4	-4	-1

# Some of these compounds in order of count of non-hydrogen atoms, smallest number first:
SMILES	Granule exo inh	SRC1 inh	NR2F2 inh	ABHD5 PLIN5 PPI	NOD2-RIPK2 inh	NCOA2 inhibitor	SRC3 inh	TWEAK Fn14 block	LRH-1 inv ag	TROY NFkB inh	TLR9-MyD88 inh
CN1CCC(=O)N([C@H](CN=[N+]=[N-])c2ccccc2)CC1	-5	-12	-12	2	4	-15	6	2	-11	7	-1
C=CCN(CC=C)Cc1cc(=O)oc2cc(OC)c(Cl)cc12	-7	-40	-2	2	-12	14	-13	-33	-7	14	nt
Cc1cc(C)n(-c2nc3c(c(=O)n(C)c(=O)n3C)n2CCO)n1	-4	-17	11	-5	-6	7	-14	-2	3	4	13
COc1ccc(OCC(=O)N(C)CC2COc3ccccc3O2)cc1 (stereo not given)	-8	-29	4	17	-4	12	-3	6	-18	-3	5
COc1cccc(NC(=O)CN2CCN(S(=O)(=O)c3ccc(F)cc3)CC2)c1	-2	-4	-10	2	-11	-14	14	10	22	-29	-4
Cc1ccc(-c2csc3nc4cc(C(=O)NC5CCC(O)CC5)ccc4c(=O)n23)cc1 (stereo not given)	0	3	-5	4	0	-12	-17	14	-5	1	-4
CCc1nnc(NC(=O)CSc2nnc(Cc3ccccc3)n2-c2ccc(OC)cc2)s1	0	-5	2	1	-16	11	-29	-1	2	-11	2
O=C(CCCn1c(=O)c2sccc2n(CC(=O)NCC2CCCO2)c1=O)NCc1ccco1 (stereo not given)	0	4	-3	4	-7	1	12	-2	-10	-1	9
C[C@H]1CN([C@@H](C)CO)C(=O)CCCn2cc(nn2)CO[C@@H]1CN(C)C(=O)Nc1ccc(F)cc1	-3	6	5	8	-1	-1	14	-1	15	-12	1
C[C@@H]1CN([C@@H](C)CO)C(=O)CCCn2cc(nn2)CO[C@H]1CN(C)C(=O)c1ccc2ccn(C)c2c1	-3	2	4	-4	4	-5	-3	22	-11	13	-3

# Next entries
SMILES	Granule exo inh	SRC1 inh	NR2F2 inh	ABHD5 PLIN5 PPI	NOD2-RIPK2 inh	NCOA2 inhibitor	SRC3 inh	TWEAK Fn14 block	LRH-1 inv ag	TROY NFkB inh	TLR9-MyD88 inh
COc1ccc(C)cc1NC(=O)NNC(=O)C(C)Oc1ccc([N+](=O)[O-])cc1 (stereo not given)	3	-3	0	-3	-12	6	2	-8	18	18	2
CCSc1nnc(-c2cc(Br)ccc2NC(C)=O)c(=O)[nH]1	4	3	-14	4	-4	-15	10	-4	4	-7	9
Cc1cc(C)n2nc(C(=O)OCC(=O)N(C)Cc3ccccc3)nc2n1	-2	-10	-3	3	3	5	1	1	-10	-8	2
CSc1nc2c(cc1C#N)C(=O)CC(C)(C)C2	-7	12	7	1	-8	-23	3	10	13	-15	5
O=C(CCSc1ccccc1Cl)NNC(=O)c1ccncc1	-2	-11	5	5	-4	-17	-8	2	-11	8	4
COc1ccccc1N1CCN(/N=C/c2c(C)nn(-c3ccccc3)c2C)CC1	2	1	-5	-4	-14	0	9	-24	-3	-8	3
O=C(Cc1cccc2ccccc12)NCCC1=CCCCC1	8	12	1	-9	6	-2	-30	99*	-10	80*	-3
Cc1cccc(NC(=O)CN2CCN(C(=O)c3ccc(-c4nc5ccccc5s4)o3)CC2)c1C	4	-34	-26	12	5	-27	-31	-18	-56	-22	1
CC1S/C(=N/N=C/c2ccco2)NC1=O (stereo not given)	7	-7	-2	-4	6	2	-7	8	-1	-1	5
Cc1ccc(CNC(=O)c2cc(-c3ccccc3C)n(CC3CC(c4cccc([N+](=O)[O-])c4)=NO3)n2)cc1 (stereo not given)	0	-12	19	3	-13	26	-14	-7	-15	6	-5
Cc1ccc(C(=O)NNC(=O)CCC(=O)Nc2cc(C)on2)cc1	1	2	-2	1	2	4	0	-10	-6	2	5
COC(=O)Nc1ccc(S(=O)(=O)n2cnc3ccccc32)cc1	-1	-37	-1	4	-2	18	8	-9	-5	2	-3
CCCNC(=O)c1cc(C2CCCN(C(=O)c3cc(C(C)(C)C)nn3C)C2)on1 (stereo not given)	0	5	11	5	4	-1	0	-4	1	4	nt
O=C1c2ccccc2C(=O)c2cc(N3CCCCC3)ccc21	-2	0	-9	3	-6	-11	15	101*	8	83*	5
CC(Sc1nnc(C2CC2)n1C1CC1)C(=O)N(C)C1(C#N)CCCCC1 (stereo not given)	-7	-3	-11	8	-7	8	0	0	-1	-19	1
COc1cccc(C(C(=O)NC2CCCCC2)N(C(=O)c2cccs2)c2ccc3c(c2)OCO3)c1 (stereo not given)	4	-39	4	6	-10	10	10	-3	3	9	9
Cc1ccc(C2(C)NC(=O)N(Cc3c(C)noc3C)C2=O)cc1 (stereo not given)	-2	7	-4	1	-11	7	12	0	-7	11	5
O=C(Cc1c(C(=O)O)[nH]c2ccc(Cl)cc12)Nc1ccc2c(c1)OCCO2	-3	3	2	-2	-5	4	13	14	4	-2	-7
